# Dynein cargo inh – dynein cargo transport inhibition; 3617.4 mouse cells, GR-EGFP nuclear translocation imaging; test concentration mostly 20 µM; stimulated with dexamethasone, 1 µM; hits give low values; z-score, hits read low; 0.47% of 220,000 active;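 active = plate z-score of nuclear minus cytoplasmic receptor signal below a set negative limit, without overly bright fluorescence or cell loss, cut at about -3.5 in these data, passing the limit was not always enough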;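 also: z-score of nuclear minus cytoplasmic ring GR-EGFP intensity difference per well; some compounds called inactive have numbers as strong as hits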
#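 medium = tetracycline-free induction medium containing charcoal-stripped FBS | also added = 1.0 µM final dexamethasone stimulus | schedule = 48 h induction, 1 h compound, 30 min dex at 37 °C | technique = fixed, Hoechst-stained cells imaged at 10x for EGFP | measure = GR-EGFP nuclear translocation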
# P. falciparum M1AAP – P. falciparum M1AAP inhibitors, biochemical, fluorogenic H-Leu-NHMec substrate, 1536-well (AID 1445) | inhibition, % at 30 µM, or IC50 in µM where a hit was titrated | 0.42% of 220,000 active | recombinant M1AAP, H-Leu-NHMec fluorogenic kinetic assay; higher % means a stronger effect;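 active = primary inhibition above the hit cutoff, then over 50% inhibition at one or more dose response concentrations, cut at about 23% in these data, passing the limit was not always enough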;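 also: plate controls were DMSO full reaction for no effect and no enzyme background for full effect; strong numbers were not always called active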
# P. falciparum M17LAP – P. falciparum M17LAP inhibitors, primary screen, biochemical, fluorogenic H-Leu-NHMec substrate, 1536-well (AID 1619). recombinant M17LAP, H-Leu-NHMec fluorogenic kinetic assay; higher % means a stronger effect. one-dose inhibition, % at 30 µM; IC50 in µM for titrated hits. 0.38% of 220,000 active;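 active = compound inhibiting the enzyme by more than half at any dose during confirmatory dose-response retesting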;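 also: plate controls were full reaction with DMSO carrier for no effect and no enzyme background for full effect; strong numbers were not always called active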
# WT yeast gro inh – growth inhibition of WT yeast, mitochondrial fusion screen | mitochondrial fusion phenotypic screen, WT strain | inhibition, % at 10 µM | 2.1% of 190,000 active | AID 1362; in the data active = inhibition above about 58%; tested in S. cerevisiae
# Autophagy mod – autophagy modulation, high-content screen. MEF GFP-LC3 puncta imaging; test concentration mostly 10 µM. calls only at 10 µM (by protocol). 0.98% of 190,000 active. AID 463193;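 active = percentage of spot-positive cells more than 3 SD above its plate mean, without a fluorescence outlier flag or 80% toxicity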;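 also: spot-positive cell cutoff set from DMSO-treated cells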
# T cell HTS – modulates CD8 T cell binding to vesicles; 2C CD8+ T cell-vesicle binding, flow cytometry; hits give low values; calls only at 7 µM; 0.068% of 330,000 active;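 active = response, share of CD8 T cells binding vesicles, and their 90th percentile fluorescence all below set limits, cut at about 80% in these data, passing the limit was not always enough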
#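 Material: 2C TCR transgenic mouse naive CD8+ T cells, MACS-purified. Also added: QL9-charged Drosophila Ld/ICAM-1/B7-1 vesicles. Timing: binding 1.5 h at 37 °C. Measured by: high-throughput flow cytometry with anti-B7-1 and anti-CD8 staining. Read-out: percent CD8+ FL2 mean versus row control. Controls: Unloaded micro-vesicles (low), QL9 vesicles with 0.7% DMSO (high).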
# b-catenin transl – alters nuclear translocation of beta-catenin in HeLa cells. 0.3% of 190,000 active. nuclear translocation activity, % at 5 µM. immunofluorescence imaging;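 active = nuclear translocation activity above 50% at 5 µM, with a well cell count of 50 or more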;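 also: per-cell ratio of nuclear to cytoplasmic median beta-catenin stain intensity; plate controls were DMSO negative control for no effect and GSK-3 inhibitor IX positive control for full effect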
#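 Test system: human HeLa cell line; Doses: 5 µM primary, 0.02–20 µM confirmation; Incubation: 24 h compound exposure, 37°C; Detection: beta-catenin immunofluorescence imaging with DAPI; Read-out: beta-catenin nuclear/cytoplasmic ratio, % activation.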
# Yfh1-depleted yeast – enhancers of respiration in Yfh1-depleted yeast, dose response, Friedreich's ataxia, plus single-dose screen (AID 1465); 0.074% of 220,000 active; S. cerevisiae Yfh1-off respiration, WST-1 reduction, 72 h; higher fold induction means a stronger effect; fold induction at 50 µM, or EC50 in µM where a hit was titrated;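 active = fold induction of absorbance versus untreated yeast above a set limit, then at least 30% activation at any dose in follow-up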;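 also: activators that raise dye reduction in frataxin-depleted yeast; strong numbers were not always called active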
# MT stabilizer – stabilizes microtubules in HeLa cells | HeLa tubulin immunostaining HCS, 24 h; share of cells brighter than vehicle mean+2SD | 0.83% of 200,000 active | % tubulin-high responders, % at 10 µM;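 active = plate Z-score above 3 for both tubulin-high and condensed-nucleus cell shares, with cell loss under 80%, at 10 µM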;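 also: anti alpha tubulin signal scored within the nucleus-defined area of each cell; some results filed as inactive read as strong as hits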
# WT yeast gro inh mutant strain – also measured in WT yeast gro inh; calls as there; inhibition, %; mitochondrial fusion phenotypic screen, mutant strain inhibition
# Dynein cargo inh cytoplasmic EGFP – also measured in Dynein cargo inh; calls as there; z-score; measured here: cytoplasmic GR-EGFP intensity; hits give high values
# Dynein cargo inh nuclear GR-EGFP – also measured in Dynein cargo inh; calls as there; z-score; measured here: nuclear GR-EGFP intensity;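 lower value marks the stronger effect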
# Dynein cargo inh cell count – further read-out of Dynein cargo inh, marked with its call; z-score; measured here: cell count per field
# b-catenin transl cell count 5 µM – further read-out of b-catenin transl, marked with its call; cell count; measured here: cell count, cytotoxicity flag
# T cell HTS vesicle-bound % – further read-out of T cell HTS, marked with its call; double positive events, %; measured here: CD8+ vesicle-bound cell fraction;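 binding gate set so that unloaded-vesicle control wells show 10% double positive cells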
# MT stabilizer Hoechst-high % – further read-out of MT stabilizer, marked with its call; % Hoechst-high responders; measured here: nuclear condensation Hoechst responders;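 share of cells brighter than vehicle mean plus two SD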
# MT stabilizer cytotoxicity % – also measured in MT stabilizer; calls as there; toxicity, %; measured here: cytotoxicity by cell density;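 0% = mean cell density of plate MIN control wells and 100% = no cells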
# Autophagy mod cell loss 18 h – recorded beside Autophagy mod, whose call it bears; toxicity, %; measured here: cell loss, nuclei count;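 cell loss after 18 h compound exposure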
# * marks the source's active call; other numbers are inactive results; i = inactive; nt = not tested or not shown.
SMILES	P. falciparum M17LAP	b-catenin transl cell count 5 µM	WT yeast gro inh	Yfh1-depleted yeast	Dynein cargo inh nuclear GR-EGFP	MT stabilizer Hoechst-high %	Dynein cargo inh cytoplasmic EGFP	T cell HTS vesicle-bound %	T cell HTS	P. falciparum M1AAP	WT yeast gro inh mutant strain	b-catenin transl	MT stabilizer cytotoxicity %	Autophagy mod cell loss 18 h	MT stabilizer	Dynein cargo inh cell count	Dynein cargo inh	Autophagy mod
CCN(CC)CCCn1c(=S)[nH]c2cc(Cl)ccc2c1=O	15%	nt	-7	i	0.18	3.0	-0.22	24	i	8%	-12	nt	5.7	33	3.8	-0.15	0.31	i
Cc1ccc(C(=O)Nc2cccnc2)cc1S(=O)(=O)N1CCOCC1	11%	1015	-3	i	0.2	1.1	-0.39	36	i	1%	1	-3.3	12	0	0.4	-0.041	0.52	i
Cc1cc(NC(=O)CSc2nnc(-c3cccnc3)n2Cc2ccccc2)no1	3%	1083	-4	i	0.27	3.5	-0.13	56	i	2%	16	-0.4	6.2	-10	2.7	0.1	-0.17	i
COc1ccc(CCNC(=O)CSc2nncs2)cc1	4%	nt	-11	i	1.2	1.9	-0.053	38	i	3%	-5	nt	6.3	7	2.4	-2.4	0.64	i
Cn1cc(S(=O)(=O)NCc2ccc(Cl)cc2)c(=O)n(C)c1=O	8%	1301	nt	i	0.49	nt	-0.13	51	i	-8%	nt	0.0	nt	nt	nt	-0.22	-0.27	nt
O=c1c2ccc(Cl)cc2[nH]c(=S)n1CCCN1CCOCC1	23%	1074	1	i	0.25	0.9	-0.16	11	i	0%	-14	-4.4	6.9	-9	2.1	0.48	0.66	i
O=C(O)C1CC(=O)N(C2CCCCCC2)C1 (stereo unspecified)	3%	1052	8	i	0.62	2.2	-0.18	30	i	-2%	14	-0.1	4.1	-5	3.8	-0.13	0.34	i
CCOc1ccc(Br)cc1S(=O)(=O)Nc1ccc(C(=O)Nc2ccccc2OC)cc1	7%	878	-10	i	-0.55	1.4	-0.26	18	i	3%	8	0.3	4.6	10	2.1	0.59	-0.59	i
CCCCn1nnnc1NCc1ccc(C)s1	12%	1152	-7	i	-0.12	1.6	-0.25	17	i	8%	-13	-6.4	4.6	-6	2.7	0.91	0.11	i
CC(C)(S)[C@@H](N)C(=O)O	-10%	602	-6	nt	-0.096	2.4	-0.18	9	i	-6%	-22	-1.5	6.8	12	5.3	0.87	-0.57	i
Cc1sc2nc3n(c(=O)c2c1C)NC(=O)CC3	0%	1161	7	i	0.42	2.2	-0.097	50	i	4%	6	0.0	18	-2	6.0	0.77	0.42	i
O=C(Nc1ccc(S(=O)(=O)N2CCCC2)cc1)C1CCCN1C(=O)c1cccs1 (stereo unspecified)	12%	1066	-16	i	-0.098	1.6	-0.13	41	i	1%	3	-1.1	4.3	-2	2.7	0.65	-0.075	i
O=C(O)CNc1ccccc1C(=O)O	-32%	1297	nt	i	0.11	nt	-0.24	22	i	8%	nt	0.4	nt	nt	nt	-0.45	0.19	nt
Cc1cn(C2OC(COC(=O)c3ccccc3)C(O)C2Cl)c(=O)[nH]c1=O (stereo unspecified)	8%	1099	-3	i	0.35	1.9	-0.31	41	i	5%	1	-1.0	9.5	-13	3.4	0.21	-0.01	i
N/C(=N\OC(=O)CC1CCCCC1)c1ccc([N+](=O)[O-])cc1	57%	991	8	i	-0.34	3.5	-0.28	36	i	9%	4	-2.8	5.8	-3	2.0	0.32	0.15	i
CSc1nnc(-c2cccn(Cc3cccc(Cl)c3)c2=O)o1	-6%	1063	3	i	-0.62	1.5	-0.093	30	i	15%	-7	-2.5	3.2	24	1.7	-0.54	-0.92	i
CCCN(CC1CC1)S(=O)(=O)c1ccc(S(N)(=O)=O)cc1	6%	1113	2	i	0.86	1.0	-0.1	31	i	9%	1	-2.4	7.3	nt	4.6	-0.75	0.84	nt
CC(C)=C1C2CCC1C1C(=O)N(NC(=O)COc3ccc(C(C)(C)C)cc3)C(=O)C21 (stereo unspecified)	-3%	1134	57	i	-0.75	1.1	-0.14	39	i	8%	13	-0.3	8.4	1	2.4	1.7	-1.6	i
Cc1nc2n(n1)C(c1ccccc1)C1=C(CC(c3ccco3)CC1=O)N2 (stereo unspecified)	12%	1012	-8	i	1.6	1.9	-0.098	18	i	4%	-13	-1.8	3.2	1	3.5	-1.4	1.9	i
O=C(/C=C/c1ccco1)N1CCN(c2ccc(F)cc2)CC1	21%	1328	nt	i	0.44	nt	-0.23	21	i	4%	nt	0.4	nt	nt	nt	0.34	0.083	nt
NS(=O)(=O)c1ccc(CCNC(=O)c2cc(-c3cccs3)nc3ccccc23)cc1	-2%	1146	4	i	-0.049	2.2	-0.34	nt	nt	11%	-5	-4.5	3.2	-2	2.2	-0.37	0.17	i
COc1ccccc1NS(=O)(=O)c1ccc(O)c(NC(=S)NCC2CCCO2)c1 (stereo unspecified)	-3%	1125	nt	i	0.14	nt	-0.22	9	i	9%	nt	-0.2	nt	nt	nt	0.039	-0.047	nt
COc1ccc(NC(=O)C(CCSC)N2C(=O)c3ccccc3C2=O)cc1 (stereo unspecified)	-2%	1085	-18	i	0.67	1.7	-0.012	38	i	2%	-5	-8.7	7.6	-6	1.2	-0.67	0.47	i
Cc1cc(C)nc(NC=C2C(=O)OC(C)(C)OC2=O)n1	1%	1111	nt	i	0.081	nt	0.4	28	i	3%	nt	-2.3	nt	nt	nt	-0.1	0.11	nt
COc1ccc(NC(=S)Nc2ccc(N)c([N+](=O)[O-])c2)cc1	4%	1099	12	i	0.073	1.1	-0.2	17	i	5%	22	0.7	5.3	-16	2.1	0.57	-0.77	i
Cc1ccc([N+](=O)[O-])cc1S(=O)(=O)N1CCN(C)CC1	11%	1534	-14	i	-0.14	1.3	-0.16	24	i	0%	-17	-0.5	3.5	-4	1.2	-0.048	-0.05	i
c1ccc(-c2nc(N3CCCCC3)nc3ccccc23)cc1	0%	370	68*	i	-0.33	1.7	-0.14	36	i	3%	-14*	5.8	1.2	-4	2.7	0.98	-0.73	i
Nc1ccc2c(c1)C(=O)N(CCCCCC(=O)O)C2	18%	542	-12	nt	1.1	1.8	-0.22	46	i	4%	-2	1.7	6.3	21	4.3	-1.4	0.8	i
O=C(CC12CC3CC(CC(Br)(C3)C1)C2)Nc1cccc(S(=O)(=O)NC2=NCCC2)c1	1%	1099	1	i	-0.26	1.4	-0.33	24	i	4%	4	-1.4	5.4	-24	0.9	0.81	-0.72	i
CCCCCCCCC(=O)N/N=C(\C)c1cccnc1	10%	883	-7	i	-0.19	1.7	-0.17	17	i	-1%	-12	1.9	8.6	5	2.5	0.27	-0.38	i
Cc1cc(NC(=O)CSc2nc3cc4c(cc3c(=O)n2CCc2ccccc2)OCO4)no1	-13%	1055	-2	i	0.81	2.5	1.4	51	i	2%	7	-0.8	2.9	27	4.5	0.36	-0.43	i
COc1ccc(C(=O)NCc2nnc(SCCOc3ccccc3)n2C)cc1	-1%	1059	2	i	0.86	2.5	0.14	22	i	-4%	8	-3.8	13	0	2.6	-0.91	0.22	i
O=C(Nc1ccc2c(c1)CCC2)C1CCN(c2ncccn2)CC1	-13%	868	-2	i	-0.027	1.3	-0.19	44	i	5%	-2	1.1	3.4	19	2.9	0.38	-0.68	i
C/C(CC(=O)Nc1ccc(OCc2ccccc2)cc1)=N\NC(=O)C(=O)Nc1ccccc1C	2%	nt	9	i	-0.69	1.8	-0.22	37	i	5%	1	nt	6.6	7	1.3	0.68	-0.33	i
Cc1ccc(C(=O)N(CCCN(C)C)c2nc3ccc(Cl)cc3s2)cc1C	0%	1072	89*	i	0.62	3.2	-0.13	18	i	-1%	89*	1.9	6.7	-3	2.4	-0.95	2.4	i
COc1ccc2ncn(-c3ccccc3)c2c1	4%	901	7	i	0.16	1.3	0.11	21	i	5%	8	-5.4	5.8	-3	1.3	0.14	0.18	i
CCOC(=O)N/N=C/c1ccc(Oc2ccccc2)cc1	-1%	972	4	i	0.45	3.6	-0.24	nt	nt	3%	-2	1.9	5.4	-8	3.6	-0.5	0.51	i

# Some of these compounds in order of their number in P. falciparum M1AAP, descending.
Compound	P. falciparum M17LAP	Dynein cargo inh nuclear GR-EGFP	MT stabilizer Hoechst-high %	Dynein cargo inh cytoplasmic EGFP	T cell HTS vesicle-bound %	T cell HTS	P. falciparum M1AAP	WT yeast gro inh mutant strain	Dynein cargo inh cell count	Dynein cargo inh
COc1ccc(NC(=S)Nc2ccc(N)c([N+](=O)[O-])c2)cc1	4%	0.073	1.1	-0.2	17	i	5%	22	0.57	-0.77
Cc1ccc(C(=O)Nc2cccnc2)cc1S(=O)(=O)N1CCOCC1	11%	0.2	1.1	-0.39	36	i	1%	1	-0.041	0.52
Cc1ccc(C(=O)N(CCCN(C)C)c2nc3ccc(Cl)cc3s2)cc1C	0%	0.62	3.2	-0.13	18	i	-1%	89*	-0.95	2.4

# Source: PubChem BioAssay (several laboratories)
